Assay outcomes from PubChem BioAssay.
CBFb RUNX1 block: blocks binding between human CBF-beta and RUNX1 | Q01196+Q13951 | AlphaScreen CBFb-His/RUNX1-biotin binding, biochemical | Potency, µM (titrated, usually from 59.8 µM), without a hit: at the highest dose activity, negative = inhibition, usual class: inhibitors | 230,000 tested, under 10 active | AID 1477; also: % of control where 0% means no effect
Target sequence (Q01196 whole entry, looked up): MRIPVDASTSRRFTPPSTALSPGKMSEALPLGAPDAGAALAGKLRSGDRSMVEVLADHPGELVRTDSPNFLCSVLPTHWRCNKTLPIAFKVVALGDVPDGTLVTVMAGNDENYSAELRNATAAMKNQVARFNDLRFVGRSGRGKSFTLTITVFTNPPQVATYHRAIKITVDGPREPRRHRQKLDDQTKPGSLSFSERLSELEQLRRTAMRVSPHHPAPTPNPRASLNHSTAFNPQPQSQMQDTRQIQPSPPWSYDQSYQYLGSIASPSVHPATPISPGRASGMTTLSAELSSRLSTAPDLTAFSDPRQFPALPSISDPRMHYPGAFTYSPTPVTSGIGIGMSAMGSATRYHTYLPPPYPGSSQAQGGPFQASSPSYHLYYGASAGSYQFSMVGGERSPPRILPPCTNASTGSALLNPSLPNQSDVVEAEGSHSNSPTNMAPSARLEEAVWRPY
Target sequence (Q13951 whole entry, looked up): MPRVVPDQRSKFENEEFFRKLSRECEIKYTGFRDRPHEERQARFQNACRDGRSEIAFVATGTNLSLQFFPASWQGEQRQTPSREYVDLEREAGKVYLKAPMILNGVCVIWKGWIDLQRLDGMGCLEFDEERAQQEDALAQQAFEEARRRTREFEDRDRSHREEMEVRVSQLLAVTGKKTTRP
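Read-out: AlphaScreen. Format: His-CBF-beta with biotinylated RUNX1 (30 nM each) preincubated 20 min, compound 15 min, Ni-chelate plus streptavidin beads 90 min; room temperature throughout.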
HTT cytoprotect: Huntington cell model cytoprotection by ATP luminescence. PC12 HTT-Q103 induced, cytoprotection, ATP luminescence, 40 h. Potency, µM (highest dose often 56.4 µM), without a hit: cytoprotection (ATP increase), usual class: activators. actives 0.14% (n = 230,000). AID 1471;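 also: potency is read from the fitted curve at half-maximal effect; % of control where 0% means no effect; nearly all actives have a fitted effect of over 45% in size; toxic huntingtin expression switched on by the ecdysone agonist tebufenozide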
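Rat PC12, Q103 Htt exon1-GFP fusion, ecdysone promoter; tebufenozide inducer 100 nM final; compound titration; qHTS, 1500 cells/well; ATPlite luminescent read.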
HttQ103 aggreg: mutant huntingtin aggregation inhibition; PC12 HttQ103-GFP aggregates, Acumen cytometry, 40 h; Potency, µM (highest dose often 46.1 µM), without a hit: top-dose activity change, negative = inhibition, hits mostly inhibitors; actives 1.1% (n = 220,000); AID 1688; also: potency is read from the fitted curve at half-maximal effect; % is scaled to controls: 0 for no effect and ±100 for the full control effect; nearly all actives have a fitted effect of over 60% in size
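Ecdysone-promoter PC12 model expressing HTT exon 1 Q103 fused to GFP, induced by tebufenozide at 100 nM final. Compounds titrated; aggregates sized 1–25 µm scored on a 488 nm laser cytometer.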
Numbers without * were called inactive; ? = inconclusive; . = not tested or not shown; [ ] = remark or other dose. Calls follow the shape of the dose curve; as a rule, active = well fitted curve in the direction sought with a large enough effect; inconclusive = small, poorly fitted or top-dose-only effect, or another doubt; inactive = no such curve, though single readings can be large; an effect the other way counts as inactive or inconclusive.

> CC1=C(/C=C/C(C)=C\C=C\C(C)=C\C=C\C=C(C)\C=C\C=C(C)\C=C\C2=C(C)C[C@@H](O)CC2(C)C)C(C)(C)C[C@H](O)C1
  CBFb RUNX1 block = .; HTT cytoprotect = 22.3%; HttQ103 aggreg = 2.0%
> CN1c2c(nc(N)[nH]c2=O)NCC1CNc1ccc(C(=O)NC(CCC(=O)O)C(=O)O)cc1 (stereo unspecified)
  CBFb RUNX1 block = .; HTT cytoprotect = ?; HttQ103 aggreg = 38.4%
> CC(C)CCCC(C)NC(C)C (stereo unspecified)
  CBFb RUNX1 block = .; HTT cytoprotect = -1.6%; HttQ103 aggreg = 0.7%
> CCCCCCCCCCCCCCCC[N+](C)(C)CC
  CBFb RUNX1 block = .; HTT cytoprotect = -98.0%[inhibitor]; HttQ103 aggreg = 14.1µM*
> O=C1NC(=O)C2C3C=CC(C3)C12 (stereo unspecified)
  CBFb RUNX1 block = .; HTT cytoprotect = 7.7%; HttQ103 aggreg = 8.0%
> COc1ccc(C2CC(=O)Oc3c(C(CCN4CCN(c5ccccc5)CC4)c4ccc(N(C)C)cc4)c(OC)cc(OC)c32)cc1 (stereo unspecified)
  CBFb RUNX1 block = .; HTT cytoprotect = -13.7%[10 µM]; HttQ103 aggreg = -28.7%[9.22 µM]
> CC1(C)O[C@@H]2C[C@H]3[C@@H]4CCC5=CC(=O)C=C[C@]5(C)[C@H]4C(O)C[C@]3(C)[C@]2(C(=O)CO)O1 (stereo partly specified)
  CBFb RUNX1 block = .; HTT cytoprotect = 10.3%; HttQ103 aggreg = 11.0%
> CN[C@H](C)CCC=C(C)C
  CBFb RUNX1 block = .; HTT cytoprotect = -9.3%; HttQ103 aggreg = -12.5%
> O=c1ccc2[n+]([O-])c3ccc(O)cc3oc-2c1
  CBFb RUNX1 block = .; HTT cytoprotect = 9.1%[10 µM]; HttQ103 aggreg = -16.7%[9.22 µM]
> Cc1c(Cl)cccc1Nc1ncccc1C(=O)O
  CBFb RUNX1 block = .; HTT cytoprotect = -57.3%[inhibitor]; HttQ103 aggreg = 2.0%
> COc1cc2c(cc1OC)[C@@H](Cc1cc(OC)c(OC)c(OC)c1)[N+](C)(CCCOC(=O)CC/C=C/CCC(=O)OCCC[N+]1(C)CCc3cc(OC)c(OC)cc3[C@H]1Cc1cc(OC)c(OC)c(OC)c1)CC2 (stereo partly specified)
  CBFb RUNX1 block = .; HTT cytoprotect = 6.5%; HttQ103 aggreg = -4.7%
> CCC(=O)Nc1ccc(O)cc1
  CBFb RUNX1 block = .; HTT cytoprotect = -11.7%; HttQ103 aggreg = 0.5%
> CC1=C(C#N)C(=O)N(C2CCS(=O)(=O)C2)C(=O)/C1=C\c1ccco1 (stereo unspecified)
  CBFb RUNX1 block = .; HTT cytoprotect = 12.0%[10 µM]; HttQ103 aggreg = 29.4%[9.22 µM]
> CCC(C)(Oc1ccc(C2(c3ccc(OC(C)(CC)C(=O)O)cc3)CCCCC2)cc1)C(=O)O (stereo unspecified)
  CBFb RUNX1 block = .; HTT cytoprotect = -9.6%; HttQ103 aggreg = 12.0%
> COc1ccc(C=C2c3ccccc3C(=O)c3ccccc32)c(OC)c1
  CBFb RUNX1 block = .; HTT cytoprotect = -79.9%[inhibitor][10 µM]; HttQ103 aggreg = -26.8%[9.22 µM]
> O=C1CC(c2ccc(O)c(O)c2)Oc2c1ccc(O)c2O (stereo unspecified)
  CBFb RUNX1 block = .; HTT cytoprotect = -36.3%[10 µM]; HttQ103 aggreg = -12.0%[9.22 µM]
> CCCCCCCCCCCCCCCCN
  CBFb RUNX1 block = .; HTT cytoprotect = ?; HttQ103 aggreg = 11.7%
> O=C1/C(=C\c2cccs2)CCC/C1=C/c1cccs1
  CBFb RUNX1 block = .; HTT cytoprotect = -94.2%; HttQ103 aggreg = 9.2%
> O=C1C(NS(=O)(=O)c2ccccc2)=C(N2CCN(c3ccc(F)cc3)CC2)C(=O)c2ccccc21
  CBFb RUNX1 block = .; HTT cytoprotect = 12.1%[10 µM]; HttQ103 aggreg = 9.3%[9.22 µM]
> CN(C)C(=O)CCSC(SCCC(=O)O)c1cccc(/C=C/c2ccc3ccc(Cl)cc3n2)c1 (stereo unspecified)
  CBFb RUNX1 block = .; HTT cytoprotect = -14.0%; HttQ103 aggreg = 37.2%
> Cc1cc(C(=O)Nc2ccccc2N2CCOCC2)c(C)o1
  CBFb RUNX1 block = .; HTT cytoprotect = -10.5%[10 µM]; HttQ103 aggreg = 0.9%[9.22 µM]
> Cc1c(F)c(N2CCNC(C)C2)cc2c1c(=O)c(C(=O)O)cn2C1CC1 (stereo unspecified)
  CBFb RUNX1 block = .; HTT cytoprotect = 0.8%; HttQ103 aggreg = 12.0%
> S=C1Cc2ccccc2N1
  CBFb RUNX1 block = .; HTT cytoprotect = 1.26µM*; HttQ103 aggreg = -21.0%[9.22 µM]
> CCN(CC)CCC(=O)N1c2ccccc2Sc2ccc(Cl)cc21
  CBFb RUNX1 block = .; HTT cytoprotect = ?; HttQ103 aggreg = 9.7%
> O=C(O)COc1nn(Cc2ccccc2)c2ccccc12
  CBFb RUNX1 block = .; HTT cytoprotect = -6.1%; HttQ103 aggreg = 7.2%

Structural class: the compounds so far with a Cl atom (3)
> Cc1c(Cl)cccc1Nc1ncccc1C(=O)O
  CBFb RUNX1 block = .; HTT cytoprotect = -57.3%[inhibitor]; HttQ103 aggreg = 2.0%
> CN(C)C(=O)CCSC(SCCC(=O)O)c1cccc(/C=C/c2ccc3ccc(Cl)cc3n2)c1 (stereo unspecified)
  CBFb RUNX1 block = .; HTT cytoprotect = -14.0%; HttQ103 aggreg = 37.2%
> CCN(CC)CCC(=O)N1c2ccccc2Sc2ccc(Cl)cc21
  CBFb RUNX1 block = .; HTT cytoprotect = ?; HttQ103 aggreg = 9.7%

New compounds follow.
> O=C(O)C[C@@H]1C(=O)O[C@@H]2C(COC(=O)c3cc(O)c(O)c(O)c3)O[C@@H](OC(=O)c3cc(O)c(O)c(O)c3)[C@@H](OC(=O)c3cc(O)c(O)c4c3[C@H]1[C@H](O)C(=O)O4)[C@H]2OC(=O)c1cc(O)c(O)c(O)c1 (stereo partly specified)
  CBFb RUNX1 block = .; HTT cytoprotect = -1.7%[10 µM]; HttQ103 aggreg = 12.6%[9.22 µM]
> Cc1cccc(C)c1NC(=O)c1ccccc1C(=O)O
  CBFb RUNX1 block = .; HTT cytoprotect = -63.8%[inhibitor]; HttQ103 aggreg = -7.7%
> Cc1cc(CC(=O)O)c(C)n1-c1ccc(Cl)cc1
  CBFb RUNX1 block = .; HTT cytoprotect = -8.0%; HttQ103 aggreg = 0.2%
> O=C(O)c1ccccc1-c1ccc(C(F)(F)F)cc1
  CBFb RUNX1 block = .; HTT cytoprotect = ?; HttQ103 aggreg = 16.7%
> C[C@@H](NCCCc1cccc(C(F)(F)F)c1)c1cccc2ccccc12
  CBFb RUNX1 block = .; HTT cytoprotect = -98.7%[inhibitor]; HttQ103 aggreg = ?
> O=C1C=C(O)c2c(O)cccc2C1=O
  CBFb RUNX1 block = .; HTT cytoprotect = -16.2%[10 µM]; HttQ103 aggreg = -26.1%[9.22 µM]
> COCCCNS(=O)(=O)c1ccc2[nH]c(=O)[nH]c2c1
  CBFb RUNX1 block = -1.3%; HTT cytoprotect = .; HttQ103 aggreg = ?
> CC(=O)Nc1ccc(C(=O)/C=C/c2ccc[nH]2)cc1
  CBFb RUNX1 block = -5.8%; HTT cytoprotect = .; HttQ103 aggreg = 11.2µM*

Arranged by the number under HttQ103 aggreg (high to low): 4 of the compounds above.
smiles,CBFb RUNX1 block,HttQ103 aggreg
CN1c2c(nc(N)[nH]c2=O)NCC1CNc1ccc(C(=O)NC(CCC(=O)O)C(=O)O)cc1 (stereo unspecified),.,38.4%
CCN(CC)CCC(=O)N1c2ccccc2Sc2ccc(Cl)cc21,.,9.7%
Cc1cc(CC(=O)O)c(C)n1-c1ccc(Cl)cc1,.,0.2%
Cc1cccc(C)c1NC(=O)c1ccccc1C(=O)O,.,-7.7%

Given with values under each structure: three of the compounds above
Results follow in this order: CBFb RUNX1 block | HTT cytoprotect | HttQ103 aggreg
> Cc1cc(C(=O)Nc2ccccc2N2CCOCC2)c(C)o1
  . | -10.5%[10 µM] | 0.9%[9.22 µM]
> Cc1c(F)c(N2CCNC(C)C2)cc2c1c(=O)c(C(=O)O)cn2C1CC1 (stereo unspecified)
  . | 0.8% | 12.0%
> S=C1Cc2ccccc2N1
  . | 1.26µM* | -21.0%[9.22 µM]

Only part of the results is shown; rates above refer to the full screens.
